Compound activity (PubChem BioAssay)
MKP-3 inhibition: MKP-3 phosphatase inhibitors, primary screen, biochemical, rat enzyme, in vitro (AID 425); actives 0.17% (n = 110,000); recombinant MKP-3 phosphatase activity, fluorescence; higher % means a stronger effect; one-dose inhibition, % at 20 µM; IC50 in µM for titrated hits; Dual specificity protein phosphatase 6 (Rattus norvegicus); in the data active = inhibition above about 50%;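 also: plate controls were vehicle for no effect and reference inhibitor for full effect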
Hsp70 inhibitors: Hsp70 inhibitors, probe displacement, primary screen, biochemical, fluorescence polarization (AID 583); Heat shock 70 kDa protein 1A (Homo sapiens); Hsp70 fluorescence polarization probe displacement, mP; higher % means a stronger effect; displacement, % at 20 µM, or IC50 in µM where a hit was titrated; actives 0.06% (n = 140,000); in the data active = displacement above about 50%;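 also: plate controls were vehicle for no effect and reference ligand for full effect; a part of the inactive calls stands beside numbers as strong as those of hits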
An asterisk follows results filed as active.

Results for CC1CCCCN1C(=O)CSc1ccc(-c2ccc(F)cc2)nn1 (stereo not given) ?
MKP-3 inhibition: 4.7%; Hsp70 inhibitors: -2.3%

What do the screens show for `Nc1nc(CN2CCN(c3ccccn3)CC2)nc(Nc2ccc(F)cc2)n1`?
MKP-3 inhibition: 10.7%; Hsp70 inhibitors: -2.3%

What do the screens show for `COc1ccc(N2CCN(CCCNS(=O)(=O)c3ccc4c(c3)oc(=O)n4C)CC2)cc1`?
MKP-3 inhibition: -8.2%; Hsp70 inhibitors: -0.8%

How did O=[N+]([O-])C1=CC(=[N+]([O-])[O-])C=CC12N(Cc1ccccc1)C1=CC=CC=CC1=[N+]2Cc1ccccc1 (stereo not given) do in these assays?
MKP-3 inhibition: 3.3%; Hsp70 inhibitors: 2.0%

How did CCOCCCNC(=O)C(NC(=O)c1cnccn1)c1ccc(OC)cc1 (stereo not given) do in these assays?
MKP-3 inhibition: 4.3%; Hsp70 inhibitors: 0.4%

Results for CC(=O)Nc1c2c(nn1-c1cccc(Cl)c1)CS(=O)C2 (stereo not given) ?
MKP-3 inhibition: 3.4%; Hsp70 inhibitors: 5.6%

What do the screens show for `COC(=O)c1oc2ccc(Cl)cc2c1-n1cccc1`?
Hsp70 inhibitors: -2.7%

Results for CCOc1ccc(-c2nnc3sc(COc4ccc(Cl)cc4)nn23)cc1 ?
MKP-3 inhibition: 8.7%; Hsp70 inhibitors: -3.6%

How did Cc1ccc(CC2SC(=O)NC2=O)cc1Cl (stereo not given) do in these assays?
MKP-3 inhibition: -7.5%; Hsp70 inhibitors: -0.5%

Results for CCn1ccnc1C(O)c1ccccc1 (stereo not given) ?
MKP-3 inhibition: 0.3%; Hsp70 inhibitors: 1.1%

How did Nc1ccccc1-c1nc2ccccc2c2nc3ccccc3n12 do in these assays?
MKP-3 inhibition: 0.2%; Hsp70 inhibitors: 2.6%

What do the screens show for `COc1cc(C2SCC(=O)N2CCN2CCCCC2)cc(OC)c1OC` (stereo not given)?
MKP-3 inhibition: 2.4%; Hsp70 inhibitors: -2.1%

What do the screens show for `O=C(CCc1nc(-c2ccccc2F)no1)NC1CCN(Cc2ccccc2)CC1`?
MKP-3 inhibition: 2.8%; Hsp70 inhibitors: 0.9%

How did COc1[nH]c(/N=C/c2ccccc2)c(C#N)c1C#N do in these assays?
MKP-3 inhibition: -2.5%; Hsp70 inhibitors: 12.1%

How did CCC(C(=O)Nc1nc(-c2ccc(F)cc2)cs1)c1ccccc1 (stereo not given) do in these assays?
MKP-3 inhibition: 0.4%; Hsp70 inhibitors: 0.9%

How did CCOc1cccc(NC(=O)C(Cc2cccs2)c2nn[nH]n2)c1 (stereo not given) do in these assays?
MKP-3 inhibition: 4.4%; Hsp70 inhibitors: 1.8%

What do the screens show for `CC(C)(C)c1ccc(OCCn2cc(/C=C3/SC(=S)NC3=O)c3ccccc32)cc1`?
MKP-3 inhibition: -1.0%; Hsp70 inhibitors: -10.6%

What do the screens show for `COc1ccc(CNC(=O)C2CCCN(S(=O)(=O)c3c(C)nn(C)c3C)C2)cc1` (stereo not given)?
MKP-3 inhibition: -2.8%; Hsp70 inhibitors: -1.6%

What do the screens show for `COc1ccc(Cl)cc1C(=O)NCCCN1CCOCC1`?
MKP-3 inhibition: -1.3%; Hsp70 inhibitors: -4.7%

How did COc1ccccc1N1CCN(C(=O)CCNS(=O)(=O)c2ccc(Br)s2)CC1 do in these assays?
MKP-3 inhibition: 0.4%; Hsp70 inhibitors: 0.9%

What do the screens show for `CC(=O)NC(Cc1cnc[nH]1)C(=O)O` (stereo not given)?
MKP-3 inhibition: 2.7%; Hsp70 inhibitors: 2.5%

Results for O=C(CCN1C(=O)C2C3C=CC(C3)C2C1=O)N1CCN(c2ccc(F)cc2)CC1 (stereo not given) ?
MKP-3 inhibition: 4.9%; Hsp70 inhibitors: -2.9%

How did COc1ccc(C2CC(c3ccccc3)n3nnnc3N2)cc1 (stereo not given) do in these assays?
Hsp70 inhibitors: 0.8%

What do the screens show for `CS(=O)(=O)N1CCN(Cc2ccccc2Br)CC1`?
MKP-3 inhibition: -2.2%; Hsp70 inhibitors: -0.8%

How did C/C(=C\c1ccco1)C1C(C#N)=C(N)OC2=C1C(=O)CC(C)(C)C2 (stereo not given) do in these assays?
MKP-3 inhibition: 1.6%; Hsp70 inhibitors: -7.2%

Results for COc1ccc(CNC(=S)Nc2cc(C)cc(C)c2)cc1 ?
Hsp70 inhibitors: -2.6%

Results for CCCn1nc2ccccc2c1P(=N)(N1CCOCC1)N1CCOCC1 ?
MKP-3 inhibition: 1.1%; Hsp70 inhibitors: 0.6%

How did CN(C)C=Nc1c(C(=O)NCc2ccccc2)c2n(c1C#N)CCC2 do in these assays?
MKP-3 inhibition: 2.1%; Hsp70 inhibitors: 5.4%

What do the screens show for `COc1ccccc1NC(=O)CSc1nnc(Cc2cccn2C)n1-c1ccc(F)cc1`?
MKP-3 inhibition: -3.7%; Hsp70 inhibitors: -5.7%

What do the screens show for `Cc1c(N(C(=O)c2ccc(Cl)cc2)C(C)C)c(=O)n(-c2ccccc2)n1C`?
MKP-3 inhibition: 0.3%; Hsp70 inhibitors: 1.1%

Results for Cc1cc2nc3s/c(=C/c4ccccc4F)c(=O)n3c2cc1C ?
MKP-3 inhibition: 0.3%; Hsp70 inhibitors: -23.8%

How did Cc1ccc(C(=O)N/C(=C\c2cccc([N+](=O)[O-])c2)C(=O)NCC(C)C)cc1 do in these assays?
MKP-3 inhibition: 0.7%; Hsp70 inhibitors: -1.2%

How did O=C(N/N=C/c1cc([N+](=O)[O-])c(N2CCOCC2)cc1N1CCOCC1)c1cccnc1 do in these assays?
MKP-3 inhibition: 0.2%; Hsp70 inhibitors: 2.6%

Results for N#C/C(=C\c1ccc(I)o1)c1ccccc1 ?
MKP-3 inhibition: 4.9%; Hsp70 inhibitors: -25.2%

How did Cn1c(CNC(=O)c2ccco2)nnc1SCC(=O)Nc1cccc(Br)c1 do in these assays?
Hsp70 inhibitors: 6.5%

What do the screens show for `Clc1ccccc1-c1nc(N2CCOCC2)c2ccccc2n1`?
MKP-3 inhibition: 3.8%; Hsp70 inhibitors: -8.5%

How did Cc1ccc(-c2nn(CC(=O)Nc3ccc4c(c3)nc3n4CCOC3)c(=O)c3ccccc23)cc1 do in these assays?
MKP-3 inhibition: 2.0%; Hsp70 inhibitors: 3.1%

What do the screens show for `COc1ccc(N(Cc2cc3cc(OC)ccc3[nH]c2=O)C(=O)C2CCCO2)cc1` (stereo not given)?
MKP-3 inhibition: 0.1%; Hsp70 inhibitors: 7.7%

Results for O=C(CSCc1ccccc1)NCCc1ccc(Cl)cc1 ?
MKP-3 inhibition: 4.6%; Hsp70 inhibitors: -4.1%

What do the screens show for `CCOC(=O)Cn1c(=O)c2c(nc(N3CCCCC3)n2Cc2ccccc2)n(C)c1=O`?
MKP-3 inhibition: -6.5%; Hsp70 inhibitors: -8.3%

Results for O=C(Nc1ccn(-c2ccccc2)n1)NS(=O)(=O)c1ccccc1Cl ?
MKP-3 inhibition: -0.3%; Hsp70 inhibitors: 3.2%

What do the screens show for `Cc1ccc(/C=C/C(=O)c2ccc([N+](=O)[O-])cc2)s1`?
MKP-3 inhibition: 3.0%; Hsp70 inhibitors: -20.6%

What do the screens show for `CCOc1cc(C(=O)Nc2cccc(NC(C)=O)c2)cc(OCC)c1OCC`?
MKP-3 inhibition: 3.5%; Hsp70 inhibitors: -0.9%

What do the screens show for `COC(=O)c1ccc(OC)c(CSc2nnc(COc3ccccc3)o2)c1`?
MKP-3 inhibition: -9.6%; Hsp70 inhibitors: -0.5%

What do the screens show for `Cn1c(=O)c2c(nc(SCc3nn[nH]n3)n2Cc2ccccc2F)n(C)c1=O`?
MKP-3 inhibition: 0.5%; Hsp70 inhibitors: 8.8%

What do the screens show for `CCOc1ncccc1C(=O)OCCN1C(=O)c2ccccc2C1=O`?
MKP-3 inhibition: -14.3%; Hsp70 inhibitors: -0.6%

How did O=C(CCC(NC(=O)OCc1ccccc1)C(=O)OCc1ccccc1)Oc1ccc([N+](=O)[O-])cc1 (stereo not given) do in these assays?
MKP-3 inhibition: 1.0%; Hsp70 inhibitors: -1.5%

Results for CCNC(=O)c1cc2c(=O)n3cccc(C)c3nc2n(CCc2ccccc2)c1=N ?
MKP-3 inhibition: 2.3%; Hsp70 inhibitors: 2.7%

How did O=C1CCCc2oc3c(Br)cc(NS(=O)(=O)c4cc(Cl)ccc4Cl)cc3c21 do in these assays?
MKP-3 inhibition: 2.4%; Hsp70 inhibitors: -2.3%

What do the screens show for `CCC(C)C(NC=C1C(=O)OC(C)(C)OC1=O)C(=O)O` (stereo not given)?
Hsp70 inhibitors: -1.3%

How did COc1cccc2c(=O)n(CC(=O)Nc3cccc(F)c3)ccc12 do in these assays?
MKP-3 inhibition: 6.1%; Hsp70 inhibitors: 4.2%

How did COC(=O)c1ccc(Oc2cc(C)nc(NCc3ccccc3)n2)cc1 do in these assays?
MKP-3 inhibition: -0.4%; Hsp70 inhibitors: -5.3%

How did O=C(O)C1CC=CCC1C(=O)NCc1cn2ccccc2n1 (stereo not given) do in these assays?
MKP-3 inhibition: 1.4%; Hsp70 inhibitors: 2.9%

What do the screens show for `COCCCNC(=O)CC1Oc2ccccc2NC1=O` (stereo not given)?
MKP-3 inhibition: 2.1%; Hsp70 inhibitors: 0.2%

How did O=C(COc1ccc(Cl)cc1Cl)Nc1ccc(Br)cn1 do in these assays?
MKP-3 inhibition: 4.6%; Hsp70 inhibitors: 1.4%

What do the screens show for `Cc1ccc(NC(=O)c2cnn(-c3ccccc3)c2NC(=O)c2ccco2)cc1C`?
MKP-3 inhibition: 2.3%

What do the screens show for `Cc1ccc(-n2c(=O)c3sccc3n(CC(=O)NCc3ccco3)c2=O)cc1`?
MKP-3 inhibition: -2.6%; Hsp70 inhibitors: 7.6%

What do the screens show for `CC(C)n1c(C(=O)OCC(=O)NCc2ccc3c(c2)OCO3)cc2sccc21`?
MKP-3 inhibition: -7.5%; Hsp70 inhibitors: -6.6%

Results for CC(/C=C/c1ccccc1)=N\Nc1nnc2c(n1)[nH]c1ccccc12 ?
MKP-3 inhibition: 3.2%; Hsp70 inhibitors: 0.7%

Results for O=C1C2C3C=CC(C3)C2C(=O)N1/N=C/c1ccc2c(c1)OCO2 (stereo not given) ?
MKP-3 inhibition: 2.3%; Hsp70 inhibitors: 2.0%

An excerpt from above in order of length of the SMILES, low to high.
What do the screens show for `COCCCNC(=O)CC1Oc2ccccc2NC1=O` (stereo not given)?
MKP-3 inhibition: 2.1%; Hsp70 inhibitors: 0.2%

How did O=C(COc1ccc(Cl)cc1Cl)Nc1ccc(Br)cn1 do in these assays?
MKP-3 inhibition: 4.6%; Hsp70 inhibitors: 1.4%

How did O=C(O)C1CC=CCC1C(=O)NCc1cn2ccccc2n1 (stereo not given) do in these assays?
MKP-3 inhibition: 1.4%; Hsp70 inhibitors: 2.9%

What do the screens show for `CC(C)n1c(C(=O)OCC(=O)NCc2ccc3c(c2)OCO3)cc2sccc21`?
MKP-3 inhibition: -7.5%; Hsp70 inhibitors: -6.6%

How did O=C(CCC(NC(=O)OCc1ccccc1)C(=O)OCc1ccccc1)Oc1ccc([N+](=O)[O-])cc1 (stereo not given) do in these assays?
MKP-3 inhibition: 1.0%; Hsp70 inhibitors: -1.5%

The listing picks up with the 3 entries that preceded the break.
What do the screens show for `CC(C)n1c(C(=O)OCC(=O)NCc2ccc3c(c2)OCO3)cc2sccc21`?
MKP-3 inhibition: -7.5%; Hsp70 inhibitors: -6.6%

Results for CC(/C=C/c1ccccc1)=N\Nc1nnc2c(n1)[nH]c1ccccc12 ?
MKP-3 inhibition: 3.2%; Hsp70 inhibitors: 0.7%

Results for O=C1C2C3C=CC(C3)C2C(=O)N1/N=C/c1ccc2c(c1)OCO2 (stereo not given) ?
MKP-3 inhibition: 2.3%; Hsp70 inhibitors: 2.0%

Results for COc1ccc(/C=C2\C(=O)NC(=O)N(c3ccc(Cl)cc3)C2=O)cc1C(=O)O ?
MKP-3 inhibition: -1.9%; Hsp70 inhibitors: -0.9%

How did O=c1/c(=C\c2ccccc2OCc2cccc3ccccc23)sc2nc3ccccc3n12 do in these assays?
MKP-3 inhibition: 1.5%; Hsp70 inhibitors: 0.0%

What do the screens show for `CCCCn1nnnc1NCc1cccc(OC)c1OC`?
MKP-3 inhibition: -1.0%; Hsp70 inhibitors: -7.9%

What do the screens show for `CCn1ncc(C2=NOC(C(=O)NCc3ccc(OC)cc3)C2)c1C` (stereo not given)?
MKP-3 inhibition: 14.0%; Hsp70 inhibitors: 4.7%

Results for Cn1c(=O)c([N+](=O)[O-])c(NCCc2ccccc2)c2ccccc21 ?
MKP-3 inhibition: 3.3%; Hsp70 inhibitors: -2.5%

How did O=Cc1ccc(OC(=O)c2ccc(I)cc2)cc1 do in these assays?
MKP-3 inhibition: -0.4%; Hsp70 inhibitors: 9.9%

How did CC(C)NS(=O)(=O)c1ccc(OCC(=O)NCCC2=CCCCC2)cc1 do in these assays?
Hsp70 inhibitors: -2.9%

Results for CC(=O)O[C@]1(C(C)=O)CC[C@H]2[C@@H]3C[C@H](C)C4=CC(=O)CC[C@]4(C)[C@H]3CC[C@@]21C ?
MKP-3 inhibition: -1.2%; Hsp70 inhibitors: 2.7%

What do the screens show for `CCc1nn(C(C)C(=O)N2CCc3ccccc3C2)c(=O)c2cc3occc3n12` (stereo not given)?
MKP-3 inhibition: 1.1%; Hsp70 inhibitors: -4.0%

What do the screens show for `O=C(NCCN1CCOCC1)c1csc2c1CCCC2`?
MKP-3 inhibition: 5.4%; Hsp70 inhibitors: -6.8%

What do the screens show for `Cc1cccc(Cn2c(=O)n(CCCC(=O)NCc3ccco3)c(=O)c3ccccc32)c1`?
MKP-3 inhibition: -1.8%; Hsp70 inhibitors: 1.1%

An excerpt; rates above refer to the full screens.
